CF NFkB inh: blocks PAF-induced NF-kB reporter in cystic fibrosis cells. KKLEB NF-kB-GFP reporter, GFP fluorescence overnight. inhibition, % at 5 µM. 360,000 compounds, 0.86% hits;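 active = at least 50% inhibition at 5 µM, scaled per plate between neutral and stimulator controls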;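 also: PAF is a Pseudomonas aeruginosa culture filtrate used as stimulus; plate controls were PAF-stimulated DMSO wells for no effect and unstimulated DMSO wells for full effect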
NR2E3 ag-1: activates human NR2E3 receptor; Q9Y5X4; 360,000 compounds, 0.35% hits; AID 602229; inhibition of corepressor binding, % at 3.98 µM; CHO-S Gal4-NCOR/VP16-NR2E3 two-hybrid, luciferase;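 active = inhibition above the mean of all tested compounds plus 3 SD, cut at about 70% in these data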;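 also: 0% = DMSO with NR2E3 transfected cells and 100% = cells lacking NR2E3 construct; higher means lower luciferase signal from less NR2E3 corepressor binding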
Target sequence (Q9Y5X4 whole entry, looked up, the tested form may be a part): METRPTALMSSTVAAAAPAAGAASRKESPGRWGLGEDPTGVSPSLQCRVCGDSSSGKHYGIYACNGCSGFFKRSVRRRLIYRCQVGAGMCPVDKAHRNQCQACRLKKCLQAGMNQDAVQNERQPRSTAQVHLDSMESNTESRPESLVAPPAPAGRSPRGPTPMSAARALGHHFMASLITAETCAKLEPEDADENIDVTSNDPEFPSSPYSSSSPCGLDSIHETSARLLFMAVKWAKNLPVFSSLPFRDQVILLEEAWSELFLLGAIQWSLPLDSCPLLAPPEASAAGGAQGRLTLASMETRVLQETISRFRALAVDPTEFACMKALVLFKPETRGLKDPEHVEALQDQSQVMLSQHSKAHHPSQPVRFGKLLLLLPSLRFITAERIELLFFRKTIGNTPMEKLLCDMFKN
NR2E3 ag-2: NR2E3 (human) agonism. 320,000 compounds, 0.12% hits. inhibition of corepressor binding, % at 4.78 µM. GST-NR2E3/biotin-RetCOR TR-FRET, 1536-well. AID 2300;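 active = percent inhibition above the cutoff of mean plus 3 SD of all tested compounds, set per screening campaign, cut at about 20% in these data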;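 also: 0% = DMSO wells and 100% = biotin wells as full block of FRET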
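Assay system: NR2E3–RetCOR corepressor complex. Quantity: 1.35 nM GST-NR2E3. Buffer or medium: pH 7.5 Tris-based buffer. Reagent: biotinylated RetCOR corepressor at 7 nM final. Schedule: 5 h at 4 °C. Detection: TR-FRET, emission read at 617 and 671 nm. Replicates: one well per compound, singlicate testing.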
KKLEB cytotox: CF airway cell cytotoxicity counter-screen. activity change (cytotoxicity), % at 5 µM. 360,000 compounds, 0.36% hits. AID 602141. KKLEB CF airway cells viability, ATPlite luminescence, overnight; active compounds read low; cells stimulated with P. aeruginosa culture filtrate;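 active = corrected activity change at or below -50% at 5 µM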
Peg3 prom inh: reduces Peg3 promoter-driven luciferase expression in HeLa. 360,000 compounds, 1.7% hits. HeLa PEG-Prom luciferase reporter, luminescence, overnight. inhibition, % at 20 µM. AID 588405;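 active = inhibition of at least 50% at 20 µM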
HIF-2a inh: inhibitors of HIF-2a; AID 624352; 786-0 RCC cells HIF-2a reporter, luciferase luminescence, overnight; 360,000 compounds, 0.72% hits; inhibition, % at 18.8 µM;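 active = inhibition of the luminescence signal of 40% or more relative to plate controls, in a single-dose primary screen at 18.75 µM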
hiPSC survival: hiPSC single-cell survival enhancement; AID 602274; ATPlite luminescence; 100% = ROCK inhibitor wells, 0% = DMSO; survival enhancement, % at 20 µM; 360,000 compounds, 0.044% hits; in the data active = survival enhancement above about 18%;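 also: cells exposed to compounds for 16 hours before the ATP read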
EBV LMP1 NFkB: Epstein-Barr LMP1 NF-kappaB reporter inhibition; LMP1-induced NF-kappaB luciferase reporter cells, luminescence; inhibition, % at 12.5 µM; 350,000 compounds, 0.69% hits; in the data active = inhibition above about 41%;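 also: 0% = neutral control wells and 100% = reference inhibitor control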
Shn3 inh set2: inhibitors of Schnurri-3 3'UTR reporter in osteoblasts. Clone20 osteoblast Shn3 3'UTR firefly luciferase, 24 h. inhibition, % at 12.5 µM. 360,000 compounds, 0.52% hits. AID 588674;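 active = mean inhibition of at least 75% with every replicate also reaching 75%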;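 also: 0% = median of neutral control wells and 100% = pilot-screen positive control compound; some compounds past the cut are filed as inactive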
MITF TRPM1 inh: inhibitors of MITF-driven TRPM1 promoter in melanoma cells | inhibition, % at 12.5 µM | AID 488899 | 330,000 compounds, 0.83% hits | SK-MEL-5 TRPM1 promoter luciferase, 24 h;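 active = mean inhibition across replicates of 60% or more, whatever share of single replicates reaches that level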; also: values of inactives mirror those of a sister screen read the other way
TRAIL sens C8: caspase-8 TRAIL sensitization. inhibition (viability loss, TRAIL sensitization), % at 10 µM. 360,000 compounds, 1% hits. NB7+C8 cells + TRAIL, ATPlite viability luminescence;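 active = compounds causing at least 50% loss of cell viability in the single-dose screen, relative to plate controls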
* marks the source's active call; other numbers are inactive results.

Results for O=C(/C=C/c1ccc([N+](=O)[O-])cc1)NCCSc1ccccc1 ?
CF NFkB inh: 1; NR2E3 ag-1: 0; NR2E3 ag-2: -1; KKLEB cytotox: -26; Peg3 prom inh: 6; HIF-2a inh: -14; hiPSC survival: 2.4; EBV LMP1 NFkB: -6; Shn3 inh set2: -28; MITF TRPM1 inh: -17; TRAIL sens C8: 10

How did Nc1nc(CCl)nc(Nc2ccccc2)n1 do in these assays?
CF NFkB inh: 0; NR2E3 ag-1: -19; NR2E3 ag-2: -2; KKLEB cytotox: -6; Peg3 prom inh: 10; HIF-2a inh: -49; hiPSC survival: -2.0; EBV LMP1 NFkB: -14; Shn3 inh set2: 9; MITF TRPM1 inh: -20; TRAIL sens C8: 9

Results for CCC(C)[C@H](NC(=O)N1CCN(c2cccc(C(F)(F)F)c2)CC1)C(=O)OC (some centres undefined) ?
CF NFkB inh: 7; NR2E3 ag-1: -15; NR2E3 ag-2: 4; KKLEB cytotox: -13; Peg3 prom inh: -6; HIF-2a inh: 8; hiPSC survival: -0.4; EBV LMP1 NFkB: -7; Shn3 inh set2: 18; MITF TRPM1 inh: -15; TRAIL sens C8: -15

What do the screens show for `CCOC(=O)NNC(=O)C12CC3CC(CC(C3)C1)C2`?
CF NFkB inh: 8; NR2E3 ag-1: 18; NR2E3 ag-2: 0; KKLEB cytotox: 6; Peg3 prom inh: -16; HIF-2a inh: 19; hiPSC survival: -0.7; EBV LMP1 NFkB: 0; Shn3 inh set2: 7; MITF TRPM1 inh: 3; TRAIL sens C8: -6

How did C[C@H](NC(=O)c1nc[nH]c1C(=O)NCc1ccccc1)c1ccccc1 do in these assays?
CF NFkB inh: -16; NR2E3 ag-1: -9; NR2E3 ag-2: 1; KKLEB cytotox: 5; Peg3 prom inh: 16; HIF-2a inh: 13; hiPSC survival: -2.0; EBV LMP1 NFkB: -5; Shn3 inh set2: -12; MITF TRPM1 inh: 2; TRAIL sens C8: -6

What do the screens show for `COc1cc(OC)cc(C(=O)NCCOc2ccccc2)c1`?
CF NFkB inh: 4; NR2E3 ag-1: -93; NR2E3 ag-2: 2; KKLEB cytotox: -2; Peg3 prom inh: -206; HIF-2a inh: -205; hiPSC survival: 3.3; EBV LMP1 NFkB: -34; Shn3 inh set2: -48; MITF TRPM1 inh: -70; TRAIL sens C8: -1

What do the screens show for `CC1CN(C(=S)SCCN2C(=O)CCC2=O)CC(C)O1` (centres undefined)?
CF NFkB inh: 12; NR2E3 ag-1: 5; NR2E3 ag-2: 4; KKLEB cytotox: -2; Peg3 prom inh: 14; HIF-2a inh: 15; hiPSC survival: -0.6; EBV LMP1 NFkB: 1; Shn3 inh set2: -31; MITF TRPM1 inh: 1; TRAIL sens C8: 2

Results for COc1ccccc1NC(=S)N1CCCc2ccccc21 ?
CF NFkB inh: -1; NR2E3 ag-1: -15; NR2E3 ag-2: 2; KKLEB cytotox: -1; Peg3 prom inh: 17; HIF-2a inh: 17; hiPSC survival: -0.7; EBV LMP1 NFkB: -5; Shn3 inh set2: 12; MITF TRPM1 inh: 12; TRAIL sens C8: -4

What do the screens show for `N/C(=N\OC(=O)CN1C(=O)c2ccccc2C1=O)c1ccc(Br)cc1`?
CF NFkB inh: 14; NR2E3 ag-1: 2; NR2E3 ag-2: -1; KKLEB cytotox: -5; Peg3 prom inh: -20; HIF-2a inh: -12; hiPSC survival: 2.9; EBV LMP1 NFkB: -11; Shn3 inh set2: -24; MITF TRPM1 inh: 2; TRAIL sens C8: -1

What do the screens show for `CCCCn1c(N)c(N(CC)C(=O)CCc2ccccc2)c(=O)[nH]c1=O`?
CF NFkB inh: 1; NR2E3 ag-1: 24; NR2E3 ag-2: 4; KKLEB cytotox: -7; Peg3 prom inh: 4; HIF-2a inh: 4; hiPSC survival: -1.6; EBV LMP1 NFkB: -1; Shn3 inh set2: -9; MITF TRPM1 inh: -12; TRAIL sens C8: 13

Results for O=C(Nc1ccc(NC(=O)c2cc3ccccc3o2)cc1)c1ccco1 ?
CF NFkB inh: -12; NR2E3 ag-1: -26; NR2E3 ag-2: 3; KKLEB cytotox: 6; Peg3 prom inh: 63*; HIF-2a inh: -48; hiPSC survival: -0.4; EBV LMP1 NFkB: 1; Shn3 inh set2: 0; MITF TRPM1 inh: -6; TRAIL sens C8: 2

Results for FC(F)(F)c1ccccc1NC(=S)Nn1cnnc1 ?
CF NFkB inh: 22; NR2E3 ag-1: -8; KKLEB cytotox: 14; Peg3 prom inh: 8; HIF-2a inh: 4; hiPSC survival: 0.2; EBV LMP1 NFkB: 0; Shn3 inh set2: -20; MITF TRPM1 inh: 3; TRAIL sens C8: 3

What do the screens show for `CCn1ncc(/C=C/C(=O)Nc2c(C)nn(CC)c2C)c1C`?
CF NFkB inh: 0; NR2E3 ag-1: 14; NR2E3 ag-2: 0; KKLEB cytotox: 3; Peg3 prom inh: -10; HIF-2a inh: 17; hiPSC survival: -2.3; EBV LMP1 NFkB: -2; Shn3 inh set2: 0; MITF TRPM1 inh: 0; TRAIL sens C8: -17

What do the screens show for `CC(=O)c1cccc(NC(=O)CSc2nnc(-c3ccc(S(=O)(=O)N4CCCC4)cc3)o2)c1`?
CF NFkB inh: 11; NR2E3 ag-1: -7; NR2E3 ag-2: 1; KKLEB cytotox: -6; Peg3 prom inh: 3; HIF-2a inh: 3; hiPSC survival: 0.7; EBV LMP1 NFkB: 1; Shn3 inh set2: -1; MITF TRPM1 inh: -7; TRAIL sens C8: -18

How did CCOc1ccc(CNC(=O)CN2C(=O)CSc3ccc(S(=O)(=O)N4CCOCC4)cc32)cc1OC do in these assays?
CF NFkB inh: 7; NR2E3 ag-1: 1; NR2E3 ag-2: -1; KKLEB cytotox: 1; Peg3 prom inh: 2; HIF-2a inh: 8; hiPSC survival: -0.4; EBV LMP1 NFkB: -2; Shn3 inh set2: -3; MITF TRPM1 inh: 0; TRAIL sens C8: -1

How did COc1ccc(C(CNC(=O)c2cccc3cccnc23)N(C)C)cc1 (centres undefined) do in these assays?
CF NFkB inh: -9; NR2E3 ag-1: 10; NR2E3 ag-2: 0; KKLEB cytotox: -8; Peg3 prom inh: 16; HIF-2a inh: 12; hiPSC survival: 0.7; EBV LMP1 NFkB: -36; Shn3 inh set2: 7; MITF TRPM1 inh: -6; TRAIL sens C8: 0

How did CC1(C(=O)NS(=O)(=O)c2cccc(C#N)c2)CCN1C(=O)Cc1cc(F)ccc1F (centres undefined) do in these assays?
CF NFkB inh: -9; NR2E3 ag-1: -28; KKLEB cytotox: 4; Peg3 prom inh: 6; HIF-2a inh: 4; hiPSC survival: 7.7; Shn3 inh set2: 9; TRAIL sens C8: 5

Results for CCOC(=O)c1c(NC(=O)C2CC(Cl)=CCC2C(=O)O)sc2c1CCCCC2 (centres undefined) ?
CF NFkB inh: -22; NR2E3 ag-1: 26; NR2E3 ag-2: 5; KKLEB cytotox: 11; Peg3 prom inh: -4; HIF-2a inh: 16; hiPSC survival: -0.3; EBV LMP1 NFkB: -7; Shn3 inh set2: -12; MITF TRPM1 inh: -13; TRAIL sens C8: 2

What do the screens show for `COc1ccc(/C=C2\SC(=O)N(CCC(=O)N(C)C3CCS(=O)(=O)C3)C2=O)cc1` (centres undefined)?
CF NFkB inh: -4; NR2E3 ag-1: -15; NR2E3 ag-2: 0; KKLEB cytotox: -2; Peg3 prom inh: -149; HIF-2a inh: -121; hiPSC survival: -0.4; EBV LMP1 NFkB: -4; Shn3 inh set2: -24; MITF TRPM1 inh: -74; TRAIL sens C8: 14

Results for O=S1(=O)NC(CC2=CCCCC2)C2CCCCC2O1 (centres undefined) ?
CF NFkB inh: -8; NR2E3 ag-1: 27; NR2E3 ag-2: 1; KKLEB cytotox: 0; Peg3 prom inh: 7; HIF-2a inh: 10; hiPSC survival: 1.0; EBV LMP1 NFkB: 1; Shn3 inh set2: 4; MITF TRPM1 inh: -3; TRAIL sens C8: -5

Looked up by structure from above, 2 records:
How did Nc1nc(CCl)nc(Nc2ccccc2)n1 do in these assays?
CF NFkB inh: 0; NR2E3 ag-1: -19; NR2E3 ag-2: -2; KKLEB cytotox: -6; Peg3 prom inh: 10; HIF-2a inh: -49; hiPSC survival: -2.0; EBV LMP1 NFkB: -14; Shn3 inh set2: 9; MITF TRPM1 inh: -20; TRAIL sens C8: 9

Results for O=C(/C=C/c1ccc([N+](=O)[O-])cc1)NCCSc1ccccc1 ?
CF NFkB inh: 1; NR2E3 ag-1: 0; NR2E3 ag-2: -1; KKLEB cytotox: -26; Peg3 prom inh: 6; HIF-2a inh: -14; hiPSC survival: 2.4; EBV LMP1 NFkB: -6; Shn3 inh set2: -28; MITF TRPM1 inh: -17; TRAIL sens C8: 10

Structures from the list above containing a CF3 group:
Results for CCC(C)[C@H](NC(=O)N1CCN(c2cccc(C(F)(F)F)c2)CC1)C(=O)OC (some centres undefined) ?
CF NFkB inh: 7; NR2E3 ag-1: -15; NR2E3 ag-2: 4; KKLEB cytotox: -13; Peg3 prom inh: -6; HIF-2a inh: 8; hiPSC survival: -0.4; EBV LMP1 NFkB: -7; Shn3 inh set2: 18; MITF TRPM1 inh: -15; TRAIL sens C8: -15

Results for FC(F)(F)c1ccccc1NC(=S)Nn1cnnc1 ?
CF NFkB inh: 22; NR2E3 ag-1: -8; KKLEB cytotox: 14; Peg3 prom inh: 8; HIF-2a inh: 4; hiPSC survival: 0.2; EBV LMP1 NFkB: 0; Shn3 inh set2: -20; MITF TRPM1 inh: 3; TRAIL sens C8: 3

Continuation:
What do the screens show for `CC1CN(c2ccccc2)C(=O)CS1` (centres undefined)?
CF NFkB inh: -5; NR2E3 ag-1: -5; NR2E3 ag-2: 0; KKLEB cytotox: 0; Peg3 prom inh: -8; HIF-2a inh: -1; hiPSC survival: -1.1; EBV LMP1 NFkB: 6; Shn3 inh set2: -10; MITF TRPM1 inh: 0; TRAIL sens C8: -8

What do the screens show for `NNC(=O)CN1C(=O)C2(OCCO2)c2ccccc21`?
CF NFkB inh: -9; NR2E3 ag-1: -18; KKLEB cytotox: 21; Peg3 prom inh: -3; HIF-2a inh: 1; hiPSC survival: 0.8; EBV LMP1 NFkB: 4; Shn3 inh set2: -4; TRAIL sens C8: -13

Results for O=C(O)c1ccccc1S(=O)(=O)CC(=O)N1CCCCC1 ?
CF NFkB inh: -1; NR2E3 ag-1: -24; NR2E3 ag-2: 0; KKLEB cytotox: -2; Peg3 prom inh: 17; HIF-2a inh: 10; hiPSC survival: 0.1; EBV LMP1 NFkB: 5; Shn3 inh set2: 6; MITF TRPM1 inh: 1; TRAIL sens C8: -3

Results for CN(C(=O)CSc1nnc(C2CC2)n1C)C1CCCc2ccccc21 (centres undefined) ?
CF NFkB inh: 17; NR2E3 ag-1: -10; KKLEB cytotox: 0; Peg3 prom inh: 12; HIF-2a inh: 18; hiPSC survival: -0.4; EBV LMP1 NFkB: 3; Shn3 inh set2: -10; MITF TRPM1 inh: 12; TRAIL sens C8: -1

Assay outcomes (PubChem)

These rows are one share of the data. The share of hits here may be higher or lower than overall.
